# High-throughput results deposited in PubChem by Icahn School of Medicine at Mount Sinai.
# ROC1-CUL1 inh: inhibitors of human ROC1-CUL1 ubiquitin ligase activity. E3 ubiquitin-protein ligase RBX1 (Homo sapiens) + Cullin-1 (Homo sapiens), P62877+Q13616. in vitro K48 di-Ub FRET, acceptor:donor ratio, 45 min. inhibition, % at 10 µM. 140,000 tested, 0.6% active. AID 1347404, 2020; in the data active = inhibition above about 25%
# Target sequence (P62877 whole entry, looked up): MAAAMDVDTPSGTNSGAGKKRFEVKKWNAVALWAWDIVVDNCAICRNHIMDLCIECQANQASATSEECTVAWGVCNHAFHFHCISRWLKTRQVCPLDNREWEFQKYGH
# Target sequence (Q13616 whole entry, looked up): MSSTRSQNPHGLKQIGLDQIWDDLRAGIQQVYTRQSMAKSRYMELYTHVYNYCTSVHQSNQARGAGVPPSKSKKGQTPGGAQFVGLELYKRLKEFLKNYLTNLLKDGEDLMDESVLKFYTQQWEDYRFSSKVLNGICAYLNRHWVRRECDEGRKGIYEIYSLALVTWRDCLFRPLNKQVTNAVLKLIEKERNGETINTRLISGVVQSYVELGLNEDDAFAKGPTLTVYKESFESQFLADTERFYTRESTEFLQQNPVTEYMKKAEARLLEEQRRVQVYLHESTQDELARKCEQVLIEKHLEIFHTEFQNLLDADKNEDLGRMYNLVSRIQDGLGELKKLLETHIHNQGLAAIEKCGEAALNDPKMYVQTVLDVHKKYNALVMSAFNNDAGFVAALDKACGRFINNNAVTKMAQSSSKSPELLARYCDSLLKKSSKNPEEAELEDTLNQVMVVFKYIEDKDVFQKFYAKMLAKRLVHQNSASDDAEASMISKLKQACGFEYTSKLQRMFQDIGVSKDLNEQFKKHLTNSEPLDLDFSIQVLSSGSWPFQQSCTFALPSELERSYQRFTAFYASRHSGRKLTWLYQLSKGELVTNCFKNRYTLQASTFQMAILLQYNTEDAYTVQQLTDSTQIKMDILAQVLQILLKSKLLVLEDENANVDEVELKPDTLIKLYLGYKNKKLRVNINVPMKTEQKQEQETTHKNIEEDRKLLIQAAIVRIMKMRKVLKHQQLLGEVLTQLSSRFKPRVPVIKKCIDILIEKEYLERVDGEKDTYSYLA
# * hit, by the source's call. An excerpt, so the mix of outcomes need not match the whole.
SMILES,ROC1-CUL1 inh
Cc1cc(C)cc(N2C(=O)CSC23C(=O)N(Cc2c(F)cccc2Cl)c2ccccc23)c1 (configuration not stated),0
Cc1ccccc1NC(=O)c1nnn(-c2ccc(C(C)C)cc2)c1C,3
O=C(CCN1C(=O)c2cccc3cccc(c23)C1=O)N1CCN(c2ccc(F)cc2)CC1,-6
Cc1cc(Cl)ccc1OCC(O)CN1CCN(CCO)CC1 (configuration not stated),0
O=c1c2c3c(sc2[nH]c(=S)n1-c1ccc(Cl)cc1)CCCC3,3
O=C(COc1ccccc1)N(Cc1ccc(Br)cc1)c1ccc(I)cc1,2
CCCCN(CCCC)C(=O)CSc1nnc(-c2cc(OC)c(OC)c(OC)c2)o1,4
Cc1cccc(C(=O)Oc2cccc(OC(=O)c3cccc(C)c3)c2)c1,2
COCCNC(=O)Cn1nc(-c2ccccc2)c2ccccc2c1=O,12
Cc1cc(=O)c2c(O)cc(OC(=O)c3cccnc3)cc2o1,1
O=C(c1n[nH]c2ccccc12)N1CCC2(CCCN(CC3CC3)C2)C1 (configuration not stated),3
COc1cc(/C=C2/C(=N)N3C=CSC3=NC2=O)cc(Br)c1OC(=O)c1cccc(C)c1,5
COc1ccc(-n2ccn(CC(=O)Nc3ccccc3C(F)(F)F)c(=O)c2=O)cc1OC,-1
CCCN1CCC(NC(=O)c2cc(Cl)ccc2OC)CC1,-4
COc1ccc(C23Oc4ccccc4C(c4ccc(F)cc4)C2C3(Cl)Cl)cc1 (configuration not stated),-4
O=C(CSCn1nnc2c(=O)[nH]c(Cc3ccc(F)cc3)nc21)Nc1ccccc1,2
O=C1c2ccccc2NC(c2ccc([N+](=O)[O-])cc2)N1c1ccc2ccccc2c1 (configuration not stated),0
O=C1CCC(CCC(=O)N2CCC(c3nc4ccccc4o3)CC2)(Cc2ccc3c(c2)OCO3)N1 (configuration not stated),-1
NC(=Nc1ccccc1C(F)(F)F)N=C1N=C(CSc2ccc(Cl)cc2)CC(=O)N1,-1
CC(=O)Nc1nc(C(=O)O)c(-c2ccccc2)s1,3
O=C(NCc1ccccc1F)C(=O)NCC(c1ccco1)S(=O)(=O)c1cccs1 (configuration not stated),-3
CCc1ccc(NCc2cc3ccc(OC)cc3n(CC(=O)Nc3ccc(C(C)C)cc3)c2=O)cc1,5
COC(=O)C(NC(=O)CC(C)C)(Nc1ccc(Br)cn1)C(F)(F)F (configuration not stated),1
CC1=CC(C)(C)N(C(=O)CSc2nnc(N)s2)c2c(C)cc(C)cc21,-1
CC(C)Cn1c(=O)c2c(nc3oc(C(C)(C)C)cn32)n(C)c1=O,17
# Remaining list, next part.
SMILES,ROC1-CUL1 inh
COc1ccc(Cl)cc1NS(=O)(=O)c1c(C)cc(C)cc1C,9
Cc1cccc(-c2nc(=S)[nH][nH]2)c1,-8
CCc1ccccc1NC(=O)NCc1ccc2c(c1)CCN2C(=O)c1ccccc1,2
COc1ccccc1CC(=O)N1CCN(c2ccc(F)cc2)CC1,0
CCCNCCOC(c1ccccc1)c1ccccc1,-1
CCOc1ccc(Nc2nc(Nc3ccc(C)c(Cl)c3)nc(C)c2[N+](=O)[O-])cc1,6
COc1ccccc1C(=O)c1cn(CC(=O)Nc2ccccc2F)c2nc(C)ccc2c1=O,9
COc1ccc(-n2c(C)c(C(C)=O)c3cc(OC(=O)c4ccc(C)cc4)ccc32)cc1,-2
CCOC(=O)c1c(C)n(-c2ccccc2)c2ccc(OC(=O)c3cccc(C)c3)cc12,-7
Cc1ccc(Cc2nc3ccccc3nc2SCC(=O)N2CCCCC2C)cc1 (configuration not stated),-1
CCc1ccccc1NC(=O)Cc1cn(C)c2ccccc12,-3
COc1ccccc1C1CN(CCNC(=O)CSc2nc(C)cs2)Cc2ccccc2O1 (configuration not stated),5
CCOC(=O)Cn1c(=O)oc2cc(S(=O)(=O)N3CCN(c4ccc(F)cc4)CC3)ccc21,-9
O=C(/C=C/c1ccccc1)OC(C(=O)O)c1ccccc1 (configuration not stated),0
COc1ccccc1-c1nnc2sc(-c3cccnc3)nn12,2
CC1CCC(NC(=O)Cn2ncc3c4ccccc4n(Cc4ccc(F)cc4)c3c2=O)CC1 (configuration not stated),-2
O=C1N=C(c2ccccn2)Cc2ccccc21,3
CS(=O)(=O)c1nnn(CC#N)n1,-7
COc1ccc(OC)c(NC(=O)CN2C(=O)c3ccccc3Sc3ccc(C(=O)N4CCCC4)cc32)c1,7
CC(C)OC(=O)c1ccc(NC(=O)c2csc3c2CCCC3)cc1,-1
CCc1nnc(NC(=O)COc2ccccc2C)s1,4
CCc1ccc(-c2cc(C)no2)cc1S(=O)(=O)Nc1cc(OC)c(OC)c(OC)c1,2
CCOc1ccc(C(NC(=O)c2cc(OC)c(OC)c(OC)c2)c2cc(Cl)c3cccnc3c2O)cc1 (configuration not stated),6
O=C(CSc1nc2scc(-c3ccccc3)c2c(=O)n1-c1ccccc1)Nc1ccccc1C(F)(F)F,-7
CCOc1ccc(CNC(=O)c2ccc3c(c2)N(Cc2ccccc2)CCS3)cc1,8
# (next part)
SMILES,ROC1-CUL1 inh
C/C(=N\NC(=O)c1cc(C(C)C)cc(C(C)C)c1O)c1cc(C)sc1C,-2
COc1ccc(CNC(=O)CN(c2ccc(C(C)C)cc2)S(=O)(=O)c2c(C)nn(C)c2C)cc1,2
O=C(N=C1C=CC=NOC1)c1cccc(O)c1,5
Cc1ccc(Cn2c(C)cn3c4c(=O)[nH]c(=O)n(C)c4nc23)cc1,9
Cc1ccc2oc(C(=O)Nc3ccc(S(=O)(=O)N4CCCC(C)C4)cc3)cc(=O)c2c1 (configuration not stated),3
O=C(NCc1ccc(-n2cccn2)cc1)c1ccc(COc2ccc(Br)cc2)cc1,3
Brc1ccc(-n2nc(-c3ccccc3)c3cnc4cc5c(cc4c32)OCO5)cc1,2
O=C(C1CCCC1)N1CCCC(CCc2ccccc2)C1 (configuration not stated),-8
CCC1CCc2nc3sc(C(=O)NCCc4ccc(OC)c(OC)c4)c(N)c3cc2C1 (configuration not stated),16
Cc1ccc(C)c(N2CCN(S(=O)(=O)c3ccc4[nH]c5c(c4c3)CCCCC5)CC2)c1,5
COc1cccc(C(=O)NCC(=O)OCc2cc(=O)n3nc(C)sc3n2)c1,-2
CC(C)n1cc(CN2CC[C@@H](N3CCN(C)CC3)[C@H](O)C2)c2ccccc21,-2
Cc1ccccc1Cn1c2ccccc2c2cnn(CC(=O)NC3CCCCCC3)c(=O)c21,2
COc1ccc(C)cc1NC(=O)CN(c1ccccc1C)S(=O)(=O)c1ccccc1,2
COc1ccccc1NC(=O)N1CCN(c2nnc(C)c3c(C)n(-c4ccc(Cl)cc4)nc23)CC1,-2
C=CCOc1ccc(CNn2nnnc2N)cc1,3
NS(=O)(=O)c1ccc(NC(=S)NC2CCCCC2)cc1,8
O=c1c(S(=O)(=O)c2ccccc2)cn(Cc2ccc(F)cc2)c2cc(N3CCCCC3)c(F)cc12,2
COc1cccc(CC2CN(C(=O)CCc3cnccn3)CCO2)c1 (configuration not stated),5
CC(=O)c1cccc(NC(=O)Cn2c(=O)c(CNc3ccc(C)cc3)cc3cc4c(cc32)OCCO4)c1,-6
O=C(COC(=O)c1cccnc1)c1ccc(Cl)cc1,4
CC1=NC(SCC(=O)Nc2ccc(F)cc2)=C(C#N)C(c2cccnc2)C1C(=O)Nc1ccccc1 (configuration not stated),5
CCOC(=O)CSc1nc2ccc(Nc3nc(N4CCCC4)nc(N4CCCC4)n3)cc2s1,0
C/C(=N\NC(=O)c1cccs1)c1ccc(Br)cc1,-7
CCC(C(=O)Nc1ccccc1C(=O)OC)n1c(C)c2cnn(-c3ccccc3)c(=O)c2c1C (configuration not stated),-16

# Structures shown so far that contain a COOH group (2):
SMILES,ROC1-CUL1 inh
CC(=O)Nc1nc(C(=O)O)c(-c2ccccc2)s1,3
O=C(/C=C/c1ccccc1)OC(C(=O)O)c1ccccc1 (configuration not stated),0

# The listing continues:
SMILES,ROC1-CUL1 inh
COCCN1C(=O)NC(Cc2ccc(F)cc2)(C2CCN(C(=O)C3Cc4ccccc4O3)CC2)C1=O (configuration not stated),11
O=C(CSc1nc(-c2ccco2)cc(C(F)(F)F)n1)NCc1ccc(Cl)c(Cl)c1,3
O=C1c2ccccc2NC(c2ccncc2)N1O (configuration not stated),-3
CC(O)CNCc1ccc(-c2ccccc2)cc1 (configuration not stated),7
CCCCN1C(=O)C(=O)N(c2ccccc2)C1=S,1
CCOc1ccc(NC(=O)Cn2nnc(C(=O)NCCc3ccccc3)c2N)cc1,-2
CCCOc1ccc(C(=O)N2CCN(c3ccccc3C)CC2)cc1,4
CC(CCc1ccccc1)NC(=O)c1ccc(C(=O)NC(C)CCc2ccccc2)nc1 (configuration not stated),-2
Cn1c(=O)n(C)c2cc(NC(=O)C3CCN(Cc4ccccc4)CC3)ccc21,-1
Cc1c(C)n2c3c(=O)n(CCN4CCCCC4)c(=O)n(C)c3nc2n1CCO,0
CC(C)CN1CCC(CNC(=O)c2ccc(N3CCN(C)CC3)nc2)C1 (configuration not stated),-9
O=C(C1=NOC2C(=O)N(c3ccccc3[N+](=O)[O-])C(=O)C12)c1ccco1 (configuration not stated),7
CCOc1ccc(NC(=O)c2oc3ccccc3c2NC(=O)c2cc3ccccc3o2)cc1,4
COc1ccc(Cn2c(C(=O)O)c(CNCCc3cccs3)c3ccc(OC)cc32)cc1,2
CCC(=O)/C=C/c1ccc2c(c1OC(C)C)C(=O)c1ccccc1C2=O,1
CCOc1ccc(CN2C(=O)c3ccccc3Sc3ccc(C(=O)NC)cc32)cc1,-10
COC(=O)C1(C(F)(F)F)N=C2C(C)=CC=CN2C(c2ccc(F)cc2)=N1 (configuration not stated),1
O=C(Nc1cc(Cl)ccc1Cl)c1ccc(N2C(=O)C3C4C=CC(C4)C3C2=O)cc1 (configuration not stated),-3
Cc1nc(-c2ccccc2)sc1CCNS(=O)(=O)c1ccc(Br)cc1,-2
Cc1cc(OCC(=O)Nc2nccs2)ccc1Cl,1
CCOC(=O)NC(Nc1nccs1)(C(F)(F)F)C(F)(F)F,2
CCOC(=O)c1cnc2cc(-c3ccc(OCC)cc3)nn2c1-c1ccccc1,-7
OC1CCCOc2cc(Cl)ccc21 (configuration not stated),5
COc1cc2c(cc1OC)C(Cc1cccc(OC)c1OC)C(=O)N(C)CC2 (configuration not stated),1
O=C(Nc1ccc(S(=O)(=O)O)c2cc(S(=O)(=O)O)cc(O)c12)c1ccccc1,63*

# 7 neighbouring compounds already listed:
SMILES,ROC1-CUL1 inh
COCCN1C(=O)NC(Cc2ccc(F)cc2)(C2CCN(C(=O)C3Cc4ccccc4O3)CC2)C1=O (configuration not stated),11
O=C(CSc1nc(-c2ccco2)cc(C(F)(F)F)n1)NCc1ccc(Cl)c(Cl)c1,3
O=C1c2ccccc2NC(c2ccncc2)N1O (configuration not stated),-3
CC(O)CNCc1ccc(-c2ccccc2)cc1 (configuration not stated),7
CCCCN1C(=O)C(=O)N(c2ccccc2)C1=S,1
CCOc1ccc(NC(=O)Cn2nnc(C(=O)NCCc3ccccc3)c2N)cc1,-2
CCCOc1ccc(C(=O)N2CCN(c3ccccc3C)CC2)cc1,4

# New compounds follow
SMILES,ROC1-CUL1 inh
CCc1c(C(=O)N2CCN(Cc3cccc(F)c3)CC2)csc1C,-3
COC(=O)CCCC(=O)N1CCCC(CCC(=O)N2CCN(c3ccccn3)CC2)C1 (configuration not stated),2
Cc1ccccc1C1c2ccc3ccccc3c2OC(=N)C1C#N (configuration not stated),4
Cc1ccc(N2CCN(C(=O)c3ccc(C(C)(C)C)cc3)CC2)c(C)c1,3
COc1cc(Nc2nn(-c3ccc(OC(F)(F)F)cc3)nc2C(C)=O)cc(OC)c1,1
CCOC(=O)c1cn(CC)c2cc(F)c(OCC)cc2c1=O,-12
CN(C)c1ccc(CNC(=O)CCCN2C(=O)CCn3nc(-c4cn(C)c5ccccc45)cc32)cc1,3
CCOc1ccccc1CNC(C)c1cnn(-c2cccc(F)c2)c1C (configuration not stated),-4
O=C(CN1C(=O)C2(OCCO2)c2ccccc21)NO,-7
Cc1ccc(Cl)cc1NC(=O)CN1C(=O)C(C)(C)c2cc(S(=O)(=O)N3CCCCC3)ccc21,6
O=S(=O)(Cc1ccc(F)cc1)NCc1ccncc1,4
COC(=O)[C@@H](Nc1nncc(-c2ccccc2F)n1)C(C)C,-2
O=C(O)c1cc2cc(Cl)ccc2s1,-6
CC1(C)Cc2cc(C(=NNC(=O)c3ccccc3)c3ccc(F)cc3)ccc2O1,3
CCOc1ccccc1NC(=O)C1CCCN(S(=O)(=O)c2cn(C)cn2)C1 (configuration not stated),5
COc1ccc(C(O)(c2ccc(OC)cc2)c2cccc(F)c2)cc1,3
CSc1nc(N)nc(SCC(=O)N2CCN(C)CC2)c1C#N,12
CCc1nnc(SCC(=O)Nc2ccc(Cl)cc2F)c2cc3occc3n12,4
COc1cccc(C2C(C(=O)c3ccc(F)cc3)C(=O)C(=O)N2CCc2ccc(OC)c(OC)c2)c1 (configuration not stated),14
Cc1ccc(-c2nonc2NC(=O)c2ccco2)cc1C,6
Cc1ccc(C(=O)O)cc1N1C(=O)c2cccc3cc(Br)cc(c23)C1=O,-9

# Entries listed so far that bear a hit mark in ROC1-CUL1 inh:
SMILES,ROC1-CUL1 inh
O=C(Nc1ccc(S(=O)(=O)O)c2cc(S(=O)(=O)O)cc(O)c12)c1ccccc1,63*
